MEKK2 WT-MEK5: raises or lowers MEK5 binding to wildtype human MEKK2 PB1 domain; binding response (% of control), % at 10 µM; 1.1% of 290,000 active; Q9Y2U5; AID 1531; bead flow cytometry, Alexa488-MEK5 binding to MEKK2 WT; actives lie on both sides; in the data active = binding response below about 67% or above about 130%
IMP-1 inh: inhibitors of Pseudomonas aeruginosa IMP-1 metallo-beta-lactamase | purified IMP-1, nitrocefin hydrolysis, epi-absorbance fluorescence | inhibition, % at 5.6 µM | 0.45% of 290,000 active | AID 1556;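 active = inhibition above the mean plus 3 SD of all compounds in the same screening run, cut at about 4.5% in these data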;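 also: 0% = IMP-1 with DMSO and 100% = DMSO wells lacking enzyme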
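Test system: recombinant IMP-1 enzyme, purified / Medium: HEPES buffer pH 7.1 with ZnSO4 and Brij 35 / Doses: single dose, 5.6 µM / Times: 25 °C, 15 min preincubation, 25 min reaction / Detection: Epi-absorbance via hydrolysed-nitrocefin quenching of white-plate fluorescence, 480/530 nm, EDTA stop / Evaluation: percent inhibition from optical density relative to buffer-blank wells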
PfM18AAP inh: blocks P. falciparum M18 aspartyl aminopeptidase; recombinant PfM18AAP, H-Glu-NHMec fluorogenic cleavage; inhibition, % at 7.35 µM; 1.2% of 290,000 active; AID 1822;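 active = inhibition above the campaign mean inhibition over all tested compounds plus 3 SD, cut at about 28% in these data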;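 also: 0% = plate median of test compound wells and 100% = 2 mM ZnCl2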
VIM-2 inh: inhibitors of Pseudomonas aeruginosa VIM-2 metallo-beta-lactamase; purified VIM-2, nitrocefin hydrolysis, epi-absorbance fluorescence; inhibition, % at 5.6 µM; 0.89% of 290,000 active; AID 1527;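 active = inhibition above the mean of all tested compounds plus 3 SD, cutoff set per screening run, cut at about 7.5% in these data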;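 also: red hydrolysis product quenches plate fluorescence so inhibitors raise well fluorescence; 0% = enzyme with DMSO and 100% = DMSO without enzyme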
NALP1 inh: blocks the NALP1 inflammasome reconstituted in yeast. S. cerevisiae NALP1/ASC/caspase-1 growth, X-gal OD620, 72 h. 0.61% of 280,000 active. inhibition, % at 10 µM; in the data active = inhibition mostly above about 24%, no sharp cut-off; inactive = mostly below about 32%; also: some compounds called inactive have numbers as strong as hits
FID counter: counter-screen for HCV NS3 helicase inhibitors: DNA intercalator displacement; DNA fluorescent intercalator displacement, fluorescence; inhibition, % at 7.9 µM; 0.17% of 290,000 active; AID 1845; in the data active = inhibition above about 37%;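 also: 0% = vehicle and 100% = reference compound; higher means more ethidium bromide displaced from hairpin DNA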
SUMO HTRF inh: blocks human SUMOylation mediated by UBC9. HTRF SUMOylation assay, SAE1/SAE2 + UBC9, in vitro. 0.36% of 290,000 active. inhibition, % at 35 µM. P63279; in the data active = inhibition above about 50%, passing the limit was not always enough; also: strong numbers were not always called active
Target sequence (P63279 whole entry, looked up): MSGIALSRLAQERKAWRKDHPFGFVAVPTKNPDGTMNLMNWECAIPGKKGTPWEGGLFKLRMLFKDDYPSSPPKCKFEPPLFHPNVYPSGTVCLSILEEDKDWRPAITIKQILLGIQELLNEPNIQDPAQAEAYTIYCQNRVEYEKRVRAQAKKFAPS
NS3 helicase inh: blocks Hepatitis C virus NS3 helicase unwinding; 0.56% of 290,000 active; NS3 helicase DNA unwinding, Cy5 molecular beacon fluorescence; inhibition, % at 10.9 µM; AID 1800;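 active = inhibition above the mean of all tested compounds plus 3 SD, set per campaign, cut at about 35% in these data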;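 also: 0% = DMSO wells and 100% = thioflavine S control wells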
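System: HCV NS3 helicase fragment; control set: DMSO and thioflavine S; technique: Cy5 fluorescence at 0 and 60 min, beacon hairpin quenching; reagent: beacon DNA duplex substrate plus ATP; replicates: singlicate; schedule: 1 h reaction at 25 °C, ATP-initiated; medium: MOPS buffer pH 6.5 with MgCl2, DTT, Tween20, BSA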
MEKK2 mut-MEK5: signal of MEK5 binding to mutant human MEKK2 PB1 domain; bead flow cytometry, Alexa488-MEK5 binding to MEKK2 mutant; percent response, % at 10 µM; 0.35% of 290,000 active; in the data active = percent response above about 24%, passing the limit was not always enough; also: inactives centre near 1; some results filed as inactive read as strong as hits
* hit, by the source's call; . = no result given; [ ] = remark or other dose.

SMILES	MEKK2 WT-MEK5	IMP-1 inh	PfM18AAP inh	VIM-2 inh	NALP1 inh	FID counter	SUMO HTRF inh	NS3 helicase inh	MEKK2 mut-MEK5
Cn1cc(CN2CCC(n3nccc3NC(=O)c3ccccc3Cl)CC2)c2ccccc21	155*	-2.8	7	-4.1	17	20	11	-32	19
CCCOc1ccc2oc(=O)c3c(c2c1)CCCN3C(=O)CN1CCN(C(=O)c2ccco2)CC1	.	-4.2	4	-1.7	1	-25	-14	15	.
CC(C)N(Cc1nc(-c2ccccc2)no1)C(=O)c1ccc([N+](=O)[O-])cc1	93	-0.8	3	-0.2	9	-7	-8	-7	-7
Cc1ccc(NC(=O)c2nc[nH]c2C(=O)N2CCOCC2)c(C(=O)c2ccccc2)c1	90	-1.2	3	-4.6	12	-22	-9	2	-10
COc1ccc2[nH]c3c(=O)n4c(nc3c2c1)SCC4	100	-0.2	-3	2.2	6	2	17	0	-1
CCc1ccc(C(C)NC(=O)C2CCCC2)cc1 (stereo not drawn)	104	-0.4	-3	-0.5	20	-2	-3	-1	-1
Nc1nnc(SCC(=O)OCc2ccc(Cl)c(Cl)c2)s1	90	-0.2	1	-1.6	16	-4	4	-8	1
Cc1cc(-c2cc(N)n(-c3ccccc3)n2)c(C)n1C1CCCC1	-5.0*[inhibitor]	-5.7	-11	-0.6	-6	-14	-14	28	-34
O=C(O)c1ccccc1S(=O)(=O)Cc1ccccc1	104	-1.4	-1	0.0	12	-3	29	0	-1
Cc1cccc(C)c1NC(=O)CSc1nnnn1C	110	-1.8	-1	-3.3	10	2	-2	-2	8
CS(=O)(=O)NCCCNc1c(Cl)cccc1[N+](=O)[O-]	105	-1.5	4	-2.8	-4	-3	2	3	1
O=C/C=C/c1c(-c2ccccc2)cc2oc3ccccc3cc1-2	88	-1.8	22	-4.2	2	-3	40	15	-4
CC(C)CCNC(=O)c1ccc2c(c1)N(C)C(=O)c1ccccc1S2	102	-0.5	0	-1.9	4	-31	-14	-2	-1
Cc1cc(=O)[nH]c(NCc2ccc(Cl)cc2)n1	107	-2.4	-3	-0.9	32	-11	19	13	13
COc1ccc(F)cc1C(=O)C1CCCN(Cc2cnc(N3CCCC3)s2)C1 (stereo not drawn)	109	-0.9	-10	-0.8	13	1	17	-1	5
O=C(c1nn(-c2ccccc2)c(=O)c2ccccc12)N1CCN(c2ccccn2)CC1	78	-0.3	-8	3.0	-1	-23	-9	6	-5
COc1ccc(S(=O)(=O)Cc2ccc(C(=O)NC3CCCCCC3)o2)cc1	101	-2.8	4	-5.6	4	-36	-2	-9	0
O=C(O)C(Cc1c[nH]c2ccccc12)NS(=O)(=O)c1ccccc1 (stereo not drawn)	96	-0.8	1	-3.2	6	-1	-17	0	-3
O=C(Nc1ccnn1C1CCN(CCCC2CCCC2)CC1)c1ccccc1	112	-2.4	0	-0.3	9	12	-4	-22	3
COC(=O)c1sc(C(F)(F)F)c(-c2ccccc2)c1S(=O)(=O)N(C)C	100	-0.9	7	-3.2	7	-30	-3	0	0
CC(=O)Nc1ccc(C(=O)OCc2ccc(F)cc2)cc1	105	-3.5	-4	-2.2	26	-5	17	2	-1
CN(C)C(=O)C12CCC(C)(c3nc4ccccc4nc31)C2(C)C (stereo not drawn)	100	-2.8	-2	-2.1	0	-17	14	-2	4
COc1cccc(CN(CC(=O)NC2CCCC2)C(=O)CCC(=O)Nc2cc(C)on2)c1	.	-1.5	-3	0.6	-12	-35	8	-3	.
CC(=O)c1cc(-c2ccccc2)n(CCC(=O)NC2CCC(C)CC2)c1C (stereo not drawn)	98	1.4	-13	2.8	44	-10	6	18	-2
CN(c1cccc(Cl)c1)S(=O)(=O)c1cccc(C(=O)NC2=NCCS2)c1	104	-0.1	-3	-1.2	-1	-4	-21	-19	9
(cont.)
SMILES	MEKK2 WT-MEK5	IMP-1 inh	PfM18AAP inh	VIM-2 inh	NALP1 inh	FID counter	SUMO HTRF inh	NS3 helicase inh	MEKK2 mut-MEK5
CC(NC(=O)c1cc(S(=O)(=O)N(C)C)ccc1N1CCCC1)C1CC2CCC1C2 (stereo not drawn)	98	-3.2	-18	-2.1	-5	-29	5	17	-5
O=C(/C=C/c1ccccc1Cl)NCCCn1ccnc1	109	-3.4	-3	2.5	9	2	16	-22	8
Cc1ccc(C(=O)NCCc2nc3ccccc3[nH]2)cc1[N+](=O)[O-]	101	-3.3	3	-3.7	30	11	12	22	-1
COc1ccc(OC)c(N)c1	.	-0.5	6	-2.8	-17	12	5	-1	.
Cc1ccc(-c2nnc(N3CCCCCC3)c3ccccc23)cc1	90	-3.8	4	-4.2	8	-30	-6	-12	-1
CC(C)(C)[C@@H]1C=C(C(=O)NCc2ccccc2)O[C@H](OCc2ccc(CO)cc2)C1	95	-1.6	2	-1.4	4	-33	2	-9	-6
CCOc1[nH]n(-c2ccccc2)c(=O)c1C=Nc1ccc(F)cc1F	103	-1.7	-2	-3.2	-2	-1	-2	8	0
CCc1ccc(Nc2n[n+](-c3ccccc3)c(-c3ccc(SC)cc3)s2)cc1	195*	0.0	3	-3.1	11	0	-41	-79	35*
CC(C)(C)c1ccc(/C=C2\CCn3c2nc2cc(C(=O)O)ccc2c3=O)cc1	108	-1.3	0	-2.9	-6	-11	30	7	3
CC(C)Cc1nc2ccc(N)cc2[nH]1	100	-4.7	-4	-3.3	-6	5	25	-1	1
Cc1cccc(C)c1NC(=O)CN(C1CCCCC1)S(C)(=O)=O	99	0.0	0	0.0	8	-7	1	-2	0
CCN(CCn1cccn1)C(=O)CC1C(=O)NCCN1Cc1cc(OC)cc(OC)c1 (stereo not drawn)	100	-2.9	1	-1.6	3	-16	-10	-2	1
CC(=O)c1sc(NC(=O)Cc2c(F)cccc2Cl)nc1C	98	-2.8	6	-2.9	11	-9	14	1	-1
O=C1CSC(c2ccncc2)N1Cc1ccco1 (stereo not drawn)	98	-4.2	3	-1.9	10	0	17	2	2
CCOc1ccc(CN2CCN(Cc3nc(C(C)C)cs3)CC2CCO)cc1 (stereo not drawn)	108	-1.3	0	-2.5	2	4	0	7	16
O=c1cc(-c2ccccc2)c2c([nH]1)CCCC2	100	-4.8	-11	-6.0	-9	-6	7	6	3
COc1ccc(CCNC(=O)COc2nsnc2N2CCOCC2)cc1OC	96	-2.8	-1	-3.3	-23	-10	20	-8	-3
CCCNS(=O)(=O)c1ccc(CCC(=O)Nc2cc(Cl)ccc2Oc2ccccc2)cc1	107	-1.1	6	-2.2	13	-19	-21	-7	1
CCOc1cc(C)c(C(C)C)cc1S(=O)(=O)n1cnc(C)c1	97	-2.9	-16	-4.0	6	-29	-20	-13	0
CCOc1cc(N2CCOCC2)c(OCC)cc1NC(=O)C1CCCC1	98	-0.1	6	0.5	-14	-19	-4	2	0
CCCN1CCc2c(sc(NC(=O)c3ccc(S(=O)(=O)N(C)c4ccccc4)cc3)c2C(N)=O)C1	100	0.2	13	0.8	3	-3	12	-11	-1
N#Cc1ccc(/C=N/NC(=S)Nc2ccc(S(=O)(=O)N3CCOCC3)cc2)cc1	90	-1.3	3	-3.4	.	-3	16	0	2
CCCCCn1nc(-c2ccccc2)c2nc3ccccc3nc21	72	-0.4	7	1.0	10	0	11	13	5
CCOC(=O)Cc1cc(-c2ccc(F)cc2)nc2ccc3ccccc3c12	104	-2.6	2	-1.4	17	-6	3	-2	2
O=C(CCC1CCN(C(=O)c2cncs2)CC1)Nc1ccccc1	101	-1.5	-4	1.7	-1	-9	3	8	1

Part of the list above, reduced to NS3 helicase inh, PfM18AAP inh and NALP1 inh:
molecule | NS3 helicase inh | PfM18AAP inh | NALP1 inh
COc1ccc(OC)c(N)c1 | -1 | 6 | -17
Cc1ccc(-c2nnc(N3CCCCCC3)c3ccccc23)cc1 | -12 | 4 | 8
CC(C)(C)[C@@H]1C=C(C(=O)NCc2ccccc2)O[C@H](OCc2ccc(CO)cc2)C1 | -9 | 2 | 4
CCOc1[nH]n(-c2ccccc2)c(=O)c1C=Nc1ccc(F)cc1F | 8 | -2 | -2

Further entries follow.
SMILES	MEKK2 WT-MEK5	IMP-1 inh	PfM18AAP inh	VIM-2 inh	NALP1 inh	FID counter	SUMO HTRF inh	NS3 helicase inh	MEKK2 mut-MEK5
COCc1cc(C)n(CC(=O)Nc2cc(C)cc(C)c2)c(=O)c1C#N	100	-2.3	1	1.4	11	-8	19	-6	-1
S=C(NCCc1ccccc1)N1CCN(C23CC4CC(CC(C4)C2)C3)CC1	129	-1.2	3	-2.6	-3	18	7	-6	25
CCOC(=O)N1CCN(C(=O)CS(=O)(=O)c2cn(Cc3ccccc3Cl)c3ccccc23)CC1	107	-2.5	2	-3.8	25	-5	14	10	3
Cc1ccc(S(=O)(=O)/N=C(/Nc2c(C)n(C)n(-c3ccccc3)c2=O)c2ccccc2)cc1	109	-3.7	4	-4.2	24	-22	3	13	4
COC(=O)C(F)(Sc1c(C)n(C)n(-c2ccccc2)c1=O)C(F)(F)F (stereo not drawn)	87	-3.0	-9	-1.2	2	-16	11	-1	-3
CN=C1SC(CC(=O)NCCc2ccc(OC)c(OC)c2)C(=O)N1C (stereo not drawn)	107	-0.4	-13	-0.3	15	3	14	3	4
COc1ccc(-n2nc(C(=O)NCC(=O)N3CCC(C)CC3)c3ccccc3c2=O)cc1	101	-2.4	-17	-2.2	21	-32	9	-5	-1
CC(C)(C)c1ccc(C(=O)C=[N+]=[N-])cc1	105	-5.2	-2	-3.8	8	-4	4	14	4
CN(/C(=N/S(=O)(=O)c1ccccc1)c1ccccc1)S(=O)(=O)c1ccccc1	105	-2.3	-2	-3.6	21	-1	6	-7	2
CC(C)(C)CC(C)(C)N=C1NS(=O)(=O)c2cc([N+](=O)[O-])ccc21	97	-2.4	-8	-1.5	6	6	12	5	-3
Cc1nn(Cc2ccccc2)c(C)c1NC(=O)c1ccc([N+](=O)[O-])cc1[N+](=O)[O-]	109	-3.6	3	-4.4	25	0	-20	-1	0
O=C(NCCN1CCN(C(=O)c2c(F)cccc2F)CC1)C(=O)Nc1ccc(Cl)cc1	99	-1.9	-1	-1.5	9	-33	3	-2	4
Cc1cc(C)c2c(c1)OC(O)(C(F)F)CC2=O (stereo not drawn)	108	-3.5	-6	-1.1	1	-1	4	-6	9
Cc1ccc(OCC(=O)NCCNC(=O)c2ccco2)cc1	95	0.2	-17	0.9	19	-9	5	-13	-7
CCOc1ccc(Nc2cc(C)nc(N3CCOCC3)n2)cc1	98	-0.8	-7	-0.1	7	-1	-6	3	-8
COc1ccc(CCNC(=O)CC2SC(=NCc3ccccc3)NC2=O)cc1 (stereo not drawn)	105	-2.2	-28	-2.4	23	-24	1	4	-1
Cc1ccc(O)c(NC(=S)NC(=O)Cc2ccc(Cl)cc2)c1	104	1.1	5	-2.5	8	-9	-6	9	1
Cc1cc(NC(=O)C(C)SCC(=O)O)no1 (stereo not drawn)	105	-3.3	-7	-3.4	-10	-3	12	7	0
COc1ccc(C2NS(=O)(=O)N=C2N)cc1 (stereo not drawn)	87	-2.1	4	-2.6	10	-1	8	2	-11
O=C(CC1Nc2ccccc2NC1=O)NCCc1ccccc1 (stereo not drawn)	98	-2.3	3	-2.4	22	1	16	-2	-2
